# GALR2 antag – GALR2 antagonists in receptor-expressing cells, primary screen; Galanin receptor type 2 (Homo sapiens), O43603; antagonist mode; inhibition, % at 4 µM; 140,000 compounds, 0.39% hits; in the data active = inhibition above about 27%;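 also: cells stimulated with galanin 1-16 at roughly its EC80; 0% = agonist challenge control and 100% = basal control without agonist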
# Target sequence (O43603 whole entry, looked up): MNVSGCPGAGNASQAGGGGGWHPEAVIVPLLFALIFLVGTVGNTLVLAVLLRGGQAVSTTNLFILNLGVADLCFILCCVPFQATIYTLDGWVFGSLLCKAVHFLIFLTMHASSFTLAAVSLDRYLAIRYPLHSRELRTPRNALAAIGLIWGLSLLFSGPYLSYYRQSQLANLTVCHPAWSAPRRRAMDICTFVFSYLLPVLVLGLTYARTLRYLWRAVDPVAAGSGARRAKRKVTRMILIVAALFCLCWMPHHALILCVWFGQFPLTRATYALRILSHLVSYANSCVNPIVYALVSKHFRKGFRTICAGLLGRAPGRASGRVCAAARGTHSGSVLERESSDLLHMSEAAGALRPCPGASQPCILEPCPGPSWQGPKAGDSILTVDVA
# BB579 growth dn – growth inhibitors of yeast BB579 in restrictive medium, primary screen, yeast lifespan-shortening project, S. cerevisiae; OD615, 48 h; inhibition, % at 10 µM; AID 804, 2007; 140,000 compounds, 0.51% hits;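 active = inhibition above a set limit, 3 SD over the mean compound inhibition, cut at about 44% in these data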; also: inactives centre near -24
#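 System: Saccharomyces cerevisiae DeaD strain BB579, replicative lifespan model yeast. Buffer or medium: restrictive glucose-based CSMM-D medium. Doses: one dose, 10 µM compound with 0.25% DMSO. Timing: 4 h preincubation and 48 h exposure at 30 °C. Detection: turbidity as optical density at 615 nm. Benchmarks: amphotericin B 10 µg/mL, positive.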
# NPY-Y2 antag – NPY-Y2 receptor antagonists, primary screen, cell-based | Neuropeptide Y receptor type 2 (Homo sapiens), P49146 | NPY-Y2 expressing cells, antagonist mode | inhibition, % at 2.7 µM | 140,000 compounds, 0.99% hits | AID 793, 2007; in the data active = inhibition above about 17%;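 also: 0% = vehicle with agonist challenge and 100% = reference antagonist with challenge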
# Target sequence (P49146 whole entry, looked up): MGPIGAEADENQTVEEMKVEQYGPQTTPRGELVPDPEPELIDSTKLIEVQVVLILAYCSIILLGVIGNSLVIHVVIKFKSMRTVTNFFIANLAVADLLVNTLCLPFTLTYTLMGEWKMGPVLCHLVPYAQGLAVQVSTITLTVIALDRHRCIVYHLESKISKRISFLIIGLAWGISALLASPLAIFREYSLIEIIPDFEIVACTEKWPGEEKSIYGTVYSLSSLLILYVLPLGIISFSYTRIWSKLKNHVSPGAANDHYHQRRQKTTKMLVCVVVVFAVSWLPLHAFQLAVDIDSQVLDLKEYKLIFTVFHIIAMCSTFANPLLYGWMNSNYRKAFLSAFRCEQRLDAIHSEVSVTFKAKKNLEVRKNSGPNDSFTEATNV
# MRP-1 activ – H69AR viability gain despite doxorubicin, primary screen, MRP-1 activator project, H69AR cells, CellTiter-Glo. viability rescue. viability increase, % at 10 µM. 140,000 compounds, 0.61% hits. AID 799, 2007;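 active = viability gain under doxorubicin at or above a set limit, the compound median plus 3 SD, cut at about 4.7% in these data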;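 also: MRP-1 overexpressing cells given doxorubicin 25 µM after compound pretreatment; 18-22 h compound pretreatment then 72 h with doxorubicin before readout; 0% = doxorubicin-only wells and 100% = vehicle-treated cells without doxorubicin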
# Yeast life ext – compounds extending yeast replicative lifespan, primary screen, S. cerevisiae, OD615 | S. cerevisiae growth with nicotinamide; deaD strain in restrictive glucose medium | inhibition of the nicotinamide effect, % at 10 µM | 130,000 compounds, 0.68% hits;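 active = inhibition above a set limit, placed 3 SD over the median of all compounds, cut at about 26% in these data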;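 also: 0% = nicotinamide-treated wells and 100% = cells grown without nicotinamide; some compounds called inactive have numbers as strong as hits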
#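 Assay system: engineered S. cerevisiae DeaD replicative-lifespan strain, galactose-grown log-phase cells; medium: restrictive CSMM-D dextrose medium; also added: nicotinamide, 1.5 mM, co-present with compound; schedule: 48 h compound exposure at 30 °C, humidified; detection: absorbance at 615 nm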
# E-sel TNF inh – E-selectin induction blockers in HUVEC – imaging, immunofluorescence, high content, primary screen. inhibition, % at 2 µM. 120,000 compounds, 0.71% hits. AID 1246, 2008. HUVEC TNFa-induced E-selectin immunofluorescence;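 active = inhibition above the batch mean plus 3 SD, and confirmed as a hit on visual image review, cut at about 43% in these data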;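 also: 0% = TNF-stimulated DMSO wells and 100% = unstimulated control wells; not every result past the cut was called active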
# Measles CPE – compounds protecting cells from measles virus cytopathic effect, primary screen, measles RdRp inhibitor project, single point, MLSMR library, absorbance; Measles virus-infected cells, CPE protection; protection (pct of control), % at 4 µM; 140,000 compounds, 1.5% hits; AID 841, 2007; in the data active = protection mostly above about 24%, no sharp cut-off; inactive = mostly below about 26%; also: some compounds called inactive have numbers as strong as hits
# PTEN del growth – growth suppression of PTEN-null HCT116, primary screen, cell-based, CellTiter-Glo; HCT116 PTEN-null viability, 60 h; stronger effect = lower value; viability, % at 10 µM; 140,000 compounds, 1.2% hits;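 active = viability at or below a set limit, 4 SD under the median of all tested compounds, cut at about 3.7% in these data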;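 also: PTEN knockout HCT116 line with beta catenin targeted HCT116 as companion control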
# HCT116 bCat-KO – primary screen for growth suppressors in beta-catenin knockout HCT116 cells (colon tumor, human). HCT116 beta-catenin knockout viability, CellTiter-Glo, 60 h; stronger effect = lower value. viability, % at 10 µM. 140,000 compounds, 1.5% hits. AID 818, 2007;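 active = viability at or under a set limit, the compound median less 4 SD, cut at about 6% in these data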;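 also: 0% = Hyamine 1622 control at 20 µM and 100% = untreated cell control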
# Phagocyt inh – inhibitors of macrophage phagocytosis, primary screen, imaging, J774A.1 cells, IgG beads | 110,000 compounds, 0.07% hits | J774A.1 macrophage IgG-bead phagocytosis | inhibition, % at 5 µM | AID 1029, 2008;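 active = inhibition above the mean of the plate negative controls plus 5 SD, cut at about 13% in these data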;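 also: phagocytic index as fraction of beads internalized from green versus red external bead signal; plate controls were DMSO negative control for no effect and cytochalasin-D positive control for full effect; some results beyond the cut were filed as inactive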
# * marks the source's active call; other numbers are inactive results; . = no result given. The list is partial; the hit share may differ from the screen's.
SMILES,GALR2 antag,BB579 growth dn,NPY-Y2 antag,MRP-1 activ,Yeast life ext,E-sel TNF inh,Measles CPE,PTEN del growth,HCT116 bCat-KO,Phagocyt inh
CC12CN3CN(C1)CC(C)(C3)C2=NO,19,-10,5,-0.4,2,.,16,103,97,-5
CCOC(=O)C1=C(N)Oc2c(c(=O)oc3ccccc23)C12C(=O)N(C)c1ccccc12 (stereo unspecified),-5,11,1,-3.5,-30,33,16,87,91,0
CC1(C)N=C(c2ccccc2)[C@@H]2C(c3ccc([N+](=O)[O-])cc3)N21 (stereo partly specified),2,-28,2,-1.7,-2,.,5,87,87,4
COc1cccc(-n2c(O)c(C=Nc3c(C)n(C)n(-c4ccccc4)c3=O)c(=O)[nH]c2=O)c1,-2,-63,-2,-1.9,4,9,3,97,91,-3
O=C(Cn1ncc2c3ccccc3n(Cc3ccccc3)c2c1=O)N1CCC2(CC1)OCCO2,3,-20,0,-0.8,-16,.,2,95,93,-1
COc1cc(C2SCC(=O)Nc3c2c(=O)[nH]n3C2CCCCCC2)cc(OC)c1OC (stereo unspecified),-10,-10,2,-3.3,-23,.,8,81,79,0
C=CCNC(=O)c1c(N)n(CCN2CCOCC2)c2nc3ccccc3nc12,-11,-32,-1,-2.8,-5,25,.,71,80,-1
CC(C)CCP(=O)(O)c1ccccc1,-16,-14,2,-0.1,-9,.,1,82,103,-1
O=c1c2ccccc2nc(-c2ccccc2)n1-c1ccncc1,5,-25,3,-0.3,-11,.,18,110,100,0
COc1ccc(N=Cc2c(O)n(CC3CCCO3)c(=O)[nH]c2=O)cc1 (stereo unspecified),-3,-24,-1,-2.2,-1,.,13,100,103,1
CCCCCCn1c(O)c(C=NCCCn2ccnc2)c(=O)[nH]c1=O,-4,-41,4,0.1,2,12,5,102,96,-2
O=c1c2ccccc2nc(-c2ccco2)n1-c1cccnc1,-4,-49,1,0.6,-8,-1,23,97,104,0
CC1CCC(C(C)C)C(OP(N)(=O)c2ccccc2)C1 (stereo unspecified),4,-28,0,-2.8,-7,14,12,73,79,0
COc1ccc(CN2CCN(C(=O)Cc3ccccc3)CC2)c(OC)c1,-8,-21,1,-0.8,2,5,6,97,87,-1
CCCC(C)C1(CC)C(=O)NC(=Nc2ccc(F)cc2)NC1=O (stereo unspecified),3,-59,3,-1.1,-9,7,38*,94,88,0
Cc1ccc2nc3c(cc2c1)CC1(C(=O)N(C)C(=O)N(C)C1=O)C1COCCN31 (stereo unspecified),-9,-20,1,-2.0,4,-12,6,94,92,-1
CN1C(=O)C(=Cc2ccccc2OCc2ccccc2Cl)C(=O)N(C)C1=O,-4,-50,1,-2.9,20,-29,8,48,43,-7
COc1ccc(C2NCc3ccc4c(c3-n3cccc32)OCO4)cc1OC (stereo unspecified),-3,-68,10,-1.9,-10,5,-1,86,89,.
Cn1ccnc1P(=S)(c1nccn1C)N1CCOCC1,-2,-20,-2,0.4,-6,.,.,95,99,0
CCC(=NC1CC1)c1c(O)n(-c2ccc(OC)cc2)c(=O)[nH]c1=O,7,3,0,-0.7,-8,7,3,93,88,-1
CCc1ccc2c(CN3CC=C(c4ccccc4)CC3)cc(=O)oc2c1,-1,-23,4,-3.4,0,6,4,100,97,10
CC(CO)(CO)N=Cc1c(O)n(-c2cccc3ccccc23)c(=O)[nH]c1=O,-11,6,-1,-1.8,-3,6,16,87,94,.
COc1ccccc1CCNCc1cc2c(cc1[N+](=O)[O-])OCO2,2,-8,1,-3.2,-12,-17,1,84,79,-1
COc1ccccc1N(CC(=O)NC1CCCC1)C(=O)c1cnn(C(C)C)c1,12,-46,3,-0.8,.,12,6,101,91,.

# Single values from the list.
# COc1ccccc1N(CC(=O)NC1CCCC1)C(=O)c1cnn(C(C)C)c1 in PTEN del growth has 101
# COc1ccc(C2NCc3ccc4c(c3-n3cccc32)OCO4)cc1OC (stereo unspecified) in MRP-1 activ has -1.9

# Next section:
SMILES,GALR2 antag,BB579 growth dn,NPY-Y2 antag,MRP-1 activ,Yeast life ext,E-sel TNF inh,Measles CPE,PTEN del growth,HCT116 bCat-KO,Phagocyt inh
Cc1nn(Cc2ccccc2)c(Cl)c1C(=O)NC1CCCc2ccccc21 (stereo unspecified),8,-10,9,-2.0,11,.,1,76,83,-17
O=C(CN1CC(c2ccccc2)CC1=O)Nc1ccc(F)cc1 (stereo unspecified),12,-29,1,-1.2,-1,-39,8,100,89,.
CCn1c(=O)cc(OCC(=O)N2CCN(Cc3ccc4c(c3)OCO4)CC2)c2ccccc21,6,-9,4,-3.5,-17,16,6,64,62,.
O=C1/C(=C/c2ccc3c(c2)OCO3)N2CCC1CC2,-1,-39,2,-2.2,2,.,10,86,89,1
Cc1cc(C)c(C(=O)CN2CCOCC2)c(C)c1,-4,-32,2,-1.1,-1,32,5,95,90,-1
COc1cc2[nH]c(=O)n(-c3ccc(C)cc3)c(=O)c2cc1OC,-1,-26,-2,-3.0,-5,-15,8,99,96,0
CCOc1ccc(Br)c(C2(O)CC(C)N(C)CC2C)c1 (stereo unspecified),2,-20,3,-1.1,2,13,6,70,60,.
Cc1nn(Cc2ccccc2Cl)c(C)c1C(=O)NC1CCCc2ccccc21 (stereo unspecified),-2,-13,4,-0.3,13,-5,7,92,76,-1
CCOP(=O)(OCC)C1(O)C(=O)Nc2ccccc21 (stereo unspecified),10,-31,0,-3.8,0,-12,2,96,86,-12
CCc1ccc(/C=C(/C#N)C(N)=S)cc1,8,-24,2,-1.5,-4,.,4,105,101,5
CSc1nnc([C@@H](N)Cc2ccccc2)o1,-1,-30,0,-0.9,2,6,8,96,93,1
O=C(CCCOc1ccc(Cl)cc1Cl)N1CCC2(CC1)OCCO2,4,-48,6,-1.3,-7,4,13,87,92,-1

# Some of these compounds in order of length of the SMILES, lowest first.
SMILES,GALR2 antag,BB579 growth dn,NPY-Y2 antag,MRP-1 activ,Yeast life ext,E-sel TNF inh,Measles CPE,PTEN del growth,HCT116 bCat-KO,Phagocyt inh
CCc1ccc(/C=C(/C#N)C(N)=S)cc1,8,-24,2,-1.5,-4,.,4,105,101,5
CSc1nnc([C@@H](N)Cc2ccccc2)o1,-1,-30,0,-0.9,2,6,8,96,93,1
Cc1cc(C)c(C(=O)CN2CCOCC2)c(C)c1,-4,-32,2,-1.1,-1,32,5,95,90,-1
CCOP(=O)(OCC)C1(O)C(=O)Nc2ccccc21 (stereo unspecified),10,-31,0,-3.8,0,-12,2,96,86,-12
CCOc1ccc(Br)c(C2(O)CC(C)N(C)CC2C)c1 (stereo unspecified),2,-20,3,-1.1,2,13,6,70,60,.
O=C(CN1CC(c2ccccc2)CC1=O)Nc1ccc(F)cc1 (stereo unspecified),12,-29,1,-1.2,-1,-39,8,100,89,.
O=C(CCCOc1ccc(Cl)cc1Cl)N1CCC2(CC1)OCCO2,4,-48,6,-1.3,-7,4,13,87,92,-1
Cc1nn(Cc2ccccc2Cl)c(C)c1C(=O)NC1CCCc2ccccc21 (stereo unspecified),-2,-13,4,-0.3,13,-5,7,92,76,-1
COc1ccccc1N(CC(=O)NC1CCCC1)C(=O)c1cnn(C(C)C)c1,12,-46,3,-0.8,.,12,6,101,91,.
CCn1c(=O)cc(OCC(=O)N2CCN(Cc3ccc4c(c3)OCO4)CC2)c2ccccc21,6,-9,4,-3.5,-17,16,6,64,62,.

# Carrying on.
SMILES,GALR2 antag,BB579 growth dn,NPY-Y2 antag,MRP-1 activ,Yeast life ext,E-sel TNF inh,Measles CPE,PTEN del growth,HCT116 bCat-KO,Phagocyt inh
c1cncc(C2CCCCN2Cc2ccc3c(c2)OCO3)c1 (stereo unspecified),-2,-52,3,0.0,-5,.,8,89,88,-1
CCC(=Nc1ccc(OC)cc1OC)c1c(O)n(C2CCCCC2)c(=O)[nH]c1=O,-4,-34,5,-0.4,4,-1,19,82,95,2
COc1cc(C(=O)Nc2ccc(Br)cc2C(=O)c2ccccc2)cc(OC)c1OC,5,-37,3,-1.9,-5,-26,30,28,50,-3
CN1C(=O)C(Cc2ccc3c(c2)OCO3)C(=O)N(C)C1=O,7,-45,3,-0.6,2,-11,10,100,95,3
O=c1cccc2n1CC1CC2CN(C(c2cccc(F)c2)c2sc3ncnn3c2O)C1 (stereo unspecified),15,1,0,-0.7,-4,-6,7,96,105,0
CCN(CC)CCCN=C(C)c1c(O)n(-c2ccccc2)c(=O)[nH]c1=O,3,-32,1,1.1,-3,4,4,101,94,0
N#Cc1ccc(N2CCNCC2)c(F)c1,5,-70,0,-0.5,-1,26,11,96,91,-1
O=c1[nH]c(=O)n(Cc2ccco2)c(O)c1C=NC1CC1,-10,-39,1,-0.8,-18,1,5,102,104,.
CN1c2ccc([N+](=O)[O-])cc2CC2(C(=O)NC(=O)N(c3ccccc3)C2=O)C1c1ccccc1 (stereo unspecified),1,-29,-1,-3.1,-7,-21,13,55,58,-9
CC(C(=O)N1CCC2(CC1)OCCO2)C1Sc2ccccc2NC1=O (stereo unspecified),-21,-14,0,-2.6,-16,5,6,90,83,-1
CN(C)C=C1C(=O)N(C2CCCCC2)C(=O)N(C2CCCCC2)C1=O,1,-33,-1,1.9,39*,-4,12,91,88,.
Cc1cc(N2C(=O)C3CCCN3C2c2sccc2C)no1 (stereo unspecified),5,-20,1,-1.5,-6,.,9,107,98,-4
CCc1cc2c(s1)NC(=O)CN=C2c1cccs1,2,-37,12,-1.0,-5,-2,15,87,88,.
O=[N+]([O-])c1ccc(N2CCNCC2)c2ncccc12,10,-66,0,-0.8,-4,.,20,104,84,-1
c1ccc2[nH]c(CCNC3CCCCC3)nc2c1,0,-15,2,-4.4,-5,10,5,88,90,-1
CCC(=O)O[C@@H]1[C@@H](OC(C)=O)[C@@]2(O)C(C[C@H](O)C2(C)C)[C@](C)(O)[C@H]2CC[C@@H]3[C@@H](O)[C@]12C[C@@]3(C)O (stereo partly specified),6,-26,1,0.1,3,-26,14,97,93,.
CCOC(=O)C1C2NC(=O)N(Cc3ccccc3)C1(C)Oc1c(OC)cccc12 (stereo unspecified),-3,-36,3,-0.9,-18,22,18,92,85,0

# Bioassay records deposited in PubChem BioAssay by several laboratories.
